# Source: PubChem
# Peg3 promoter: Peg3 promoter-driven luciferase inhibitors, primary screen, cell-based, HeLa, luciferase luminescence; HeLa PEG-Prom luciferase reporter, overnight; inhibition, % at 20 µM; hit rate 1.7% among 360,000; AID 588405, 2011;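 active = inhibition of at least 50% at 20 µM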
# NR2E3 ag-1: inhibitors of NR2E3-RetCOR corepressor binding, primary screen, NR2E3 agonist project, biochemical, TR-FRET, GST-NR2E3, biotin-RetCOR; Photoreceptor-specific nuclear receptor (Homo sapiens), Q9Y5X4; 1536-well; inhibition of corepressor binding, % at 4.78 µM; hit rate 0.12% among 320,000; AID 2300, 2010;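 active = percent inhibition above the cutoff of mean plus 3 SD of all tested compounds, set per screening campaign, cut at about 20% in these data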;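 also: 0% = DMSO wells and 100% = biotin wells as full block of FRET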
# Target sequence (Q9Y5X4 whole entry, looked up): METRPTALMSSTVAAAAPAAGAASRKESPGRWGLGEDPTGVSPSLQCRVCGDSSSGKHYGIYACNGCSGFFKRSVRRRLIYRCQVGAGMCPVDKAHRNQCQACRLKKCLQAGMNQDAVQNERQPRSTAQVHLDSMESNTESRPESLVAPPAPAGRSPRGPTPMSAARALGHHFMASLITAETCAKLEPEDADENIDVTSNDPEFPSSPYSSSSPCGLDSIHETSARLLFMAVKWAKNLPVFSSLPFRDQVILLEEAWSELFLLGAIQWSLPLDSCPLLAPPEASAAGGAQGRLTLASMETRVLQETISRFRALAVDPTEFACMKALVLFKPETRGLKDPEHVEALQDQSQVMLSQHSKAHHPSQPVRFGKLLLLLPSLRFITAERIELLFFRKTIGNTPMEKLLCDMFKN
#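 system = GST-tagged NR2E3 plus biotinylated RetCOR corepressor | input = 1.35 nM GST-NR2E3 | also added = 7 nM biotin-RetCOR | schedule = 5 h incubation at 4 °C | measured by = TR-FRET with europium anti-GST and streptavidin-D2, 340 nm excitation | read-out = percent loss of FRET ratio relative to control wells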
# Shn3 3UTR inh: reduction of Shn3 3'UTR firefly luciferase signal, primary screen, Schnurri-3 inhibitor project, cell-based, Clone20 osteoblasts, set 2; Clone20 osteoblast Shn3 3'UTR firefly luciferase, 24 h; inhibition, % at 12.5 µM; hit rate 0.52% among 360,000;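 active = mean inhibition of at least 75% with every replicate also reaching 75%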;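 also: 0% = median of neutral control wells and 100% = pilot-screen positive control compound; some compounds past the cut are filed as inactive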
# EBV LMP1 NFkB: EBV LMP1-driven NF-kappaB luciferase reporter inhibitors, primary screen, cell-based, luminescence, single point; inhibition, % at 12.5 µM; AID 504558, 2011; hit rate 0.69% among 350,000; LMP1-induced NF-kappaB luciferase reporter cells; in the data active = inhibition above about 41%;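 also: 0% = neutral control wells and 100% = reference inhibitor control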
# TRAIL sens C8: viability loss with TRAIL in NB7+C8 cells, primary screen, TRAIL sensitizer project, cell-based, ATPlite luminescence; inhibition (viability loss, TRAIL sensitization), % at 10 µM; AID 624354, 2012; hit rate 1% among 360,000;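 active = compounds causing at least 50% loss of cell viability in the single-dose screen, relative to plate controls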
# TRPM1 prom inh: inhibitors of MITF-dependent TRPM1 promoter reporter, primary screen, cell-based, SK-MEL-5, single point, luciferase | SK-MEL-5 TRPM1 promoter luciferase, 24 h | inhibition, % at 12.5 µM | hit rate 0.83% among 330,000;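 active = mean inhibition across replicates of 60% or more, whatever share of single replicates reaches that level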; also: values of inactives mirror those of a sister screen read the other way
# KKLEB cytotox: cytotoxicity in KKLEB CF airway cells, primary screen, cytotoxicity control for CF NF-kB inhibitor project, cell-based, uHTS, fluorescence assay plates | activity change (cytotoxicity), % at 5 µM | KKLEB CF airway cells viability, ATPlite luminescence, overnight; active compounds read low; cells stimulated with P. aeruginosa culture filtrate | hit rate 0.36% among 360,000;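 active = corrected activity change at or below -50% at 5 µM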
# HIF-2a inh: HIF-2a reporter inhibitors, primary screen, luminescence, 786-0 RCC cells | 786-0 RCC cells HIF-2a reporter, luciferase luminescence, overnight | hit rate 0.72% among 360,000 | AID 624352, 2012 | inhibition, % at 18.8 µM;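 active = inhibition of the luminescence signal of 40% or more relative to plate controls, in a single-dose primary screen at 18.75 µM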
# NR2E3 ag-2: NR2E3 agonists in two-hybrid cells, primary screen, cell-based, luminescence, CHO-S, Gal4-NCOR/VP16-NR2E3. inhibition of corepressor binding, % at 3.98 µM. luciferase. hit rate 0.35% among 360,000. AID 602229, 2012. Photoreceptor-specific nuclear receptor (Homo sapiens), Q9Y5X4;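 active = inhibition above the mean of all tested compounds plus 3 SD, cut at about 70% in these data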;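 also: 0% = DMSO with NR2E3 transfected cells and 100% = cells lacking NR2E3 construct; higher means lower luciferase signal from less NR2E3 corepressor binding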
# iPSC survival up: enhancers of single-cell hiPSC survival, primary screen, ATPlite luminescence | 100% = ROCK inhibitor wells, 0% = DMSO | survival enhancement, % at 20 µM | hit rate 0.044% among 360,000 | AID 602274, 2012; in the data active = survival enhancement above about 18%;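 also: cells exposed to compounds for 16 hours before the ATP read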
# CF NFkB block: inhibitors of PAF-induced NF-kB signaling, primary screen, cell-based, GFP fluorescence, uHTS; KKLEB NF-kB-GFP reporter, GFP fluorescence overnight; AID 588850, 2011; inhibition, % at 5 µM; hit rate 0.86% among 360,000;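 active = at least 50% inhibition at 5 µM, scaled per plate between neutral and stimulator controls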;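 also: PAF is a Pseudomonas aeruginosa culture filtrate used as stimulus; plate controls were PAF-stimulated DMSO wells for no effect and unstimulated DMSO wells for full effect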
# Active calls of the source: *; nt = no result given. Some of the compounds tested. The share of hits here may be higher or lower than overall.
SMILES,Peg3 promoter,NR2E3 ag-1,Shn3 3UTR inh,EBV LMP1 NFkB,TRAIL sens C8,TRPM1 prom inh,KKLEB cytotox,HIF-2a inh,NR2E3 ag-2,iPSC survival up,CF NFkB block
C[C@H](CO)N1C[C@H](C)[C@@H](CN(C)C(=O)Nc2ccc(C(F)(F)F)cc2)Oc2ccc(NS(=O)(=O)c3cccs3)cc2C1=O,-5,nt,-3,9,13,-9,2,9,19,0.3,-36
COc1cccc(OC)c1OC(=O)c1ccccc1,-19,nt,-37,-4,-1,17,2,-3,12,-2.6,-9
O=C(c1ccccc1)c1ccc(OCC(O)CNCc2ccc(Cl)cc2)cc1 (configuration not stated),20,-4,-14,0,7,7,-9,10,-16,-0.6,2
CCCN(C(=O)Cc1coc2cc(OC)ccc12)C1CCS(=O)(=O)C1 (configuration not stated),6,nt,-6,-5,-14,1,-3,8,-10,0.7,8
CN(C)c1ccc(/C=N/O)cc1,-38,-2,-2,-5,-1,-15,6,-39,-25,-0.8,1
COc1cc(/C=C(/C#N)c2nc3ccccc3[nH]2)ccc1OCC(=O)Nc1ccccc1C,104*,-4,-10,-13,87*,5,3,14,-19,0.2,-21
O=C(CSc1nc2ccc([N+](=O)[O-])cc2[nH]1)NC1CCCCCC1,31,0,45,-5,27,7,-8,-4,-14,0.6,9
CCc1ccc(/C=C2/Sc3ccccc3N(CC(=O)NCCCN3CCOCC3)C2=O)cc1,-15,7,-12,3,16,-52,-5,-39,12,-0.2,-7
O=C(CNCCO)N1CCc2ccccc21,4,2,-5,-7,-2,10,14,10,-5,-1.9,0
COc1ccccc1NC(=O)C(NC(=O)OC(C)(C)C)C(C)OCc1ccccc1 (configuration not stated),25,0,-1,-4,-8,1,-15,2,-8,0.4,0

# 3 of the entries above in order of their number in HIF-2a inh, low to high.
SMILES	Peg3 promoter	NR2E3 ag-1	Shn3 3UTR inh	EBV LMP1 NFkB	TRPM1 prom inh	HIF-2a inh	NR2E3 ag-2	CF NFkB block
CCc1ccc(/C=C2/Sc3ccccc3N(CC(=O)NCCCN3CCOCC3)C2=O)cc1	-15	7	-12	3	-52	-39	12	-7
COc1ccccc1NC(=O)C(NC(=O)OC(C)(C)C)C(C)OCc1ccccc1 (configuration not stated)	25	0	-1	-4	1	2	-8	0
O=C(CNCCO)N1CCc2ccccc21	4	2	-5	-7	10	10	-5	0

# More results.
SMILES,Peg3 promoter,NR2E3 ag-1,Shn3 3UTR inh,EBV LMP1 NFkB,TRAIL sens C8,TRPM1 prom inh,KKLEB cytotox,HIF-2a inh,NR2E3 ag-2,iPSC survival up,CF NFkB block
OCC[C@@H]1C[C@H](O)[C@@H](O)[C@@]2(OCc3cc(C(F)(F)F)ccc32)O1,-5,nt,-17,-1,22,nt,-5,16,9,8.2,0
COc1ccc(Cl)c(NCCC(=O)O)c1,16,2,10,-5,6,-4,-3,15,6,4.7,-3
CC(C)(C)c1ccc(C(=O)NC(CC(=O)O)c2ccc(OC3CCCC3)cc2)cc1 (configuration not stated),-12,-2,-6,-8,-5,4,-17,6,29,-0.5,-19
Cc1ccc(/C=C/C(=O)Nc2nccs2)o1,-307,-6,-51,-17,38,-24,13,-225,-42,-2.3,-9
C[C@@H]1C=C(C(=O)N2CCN(Cc3ccc4c(c3)OCO4)CC2)O[C@H](OCCCCO)C1,6,-2,-22,-1,-6,-4,10,10,-2,-1.4,-21
CC(Oc1cc(F)ccc1[N+](=O)[O-])C(=O)Nc1ccc(S(=O)(=O)N2CCCC2)cc1 (configuration not stated),19,2,nt,1,-1,-9,-3,33,-16,0.1,24
O=C(NCCCCc1ccccc1)c1ccccc1,-29,-3,-1,5,-4,5,-2,-18,-11,0.3,-10
O=C(COC(=O)c1ccccc1O)NC12CC3CC(CC(C3)C1)C2,-212,nt,-97,-17,7,nt,12,-45,2,0.2,-10
CCOc1ccccc1C(=O)Nn1c(C2CCC2)nc2ccccc2c1=O,11,3,3,3,16,25,9,-34,3,-0.7,-28
Cc1ccccc1C(=O)Nc1ccccc1,-89,-2,-24,-3,0,-45,3,-140,-22,0.8,4
CC1CCC(C(C)C)C(OC(=O)C[n+]2cc(-c3ccc(Cl)cc3)n3c2CCCCC3)C1 (configuration not stated),45,5,60,19,34,87*,-16,-11,-2,-2.0,26
FC(F)(F)c1cnc(N2CCC(=NOCc3ccc(Cl)cc3)CC2)c(Cl)c1,16,-1,4,4,8,-9,11,3,6,3.1,-2
COC(=O)c1cc(NC(=O)c2cc(C(C)(C)C)nn2Cc2cccc(C)c2)ccc1N1CCOCC1,16,2,nt,5,3,-11,-6,16,-11,-0.6,6
COc1ccc(N2C(=O)C(Cl)=C(Nc3ccc(OC)cc3OC)C2=O)cc1,-16,0,-3,-12,-5,-12,-14,-26,17,-0.5,4
Cc1ccc(S(=O)(=O)N2CCCCC2)cc1C(=O)OC(C)C(=O)NCC1CCCCC1 (configuration not stated),25,nt,17,4,2,7,-4,26,-19,-0.4,9
Cc1cccc(NC(=O)COc2ccc(Br)cc2)n1,-207,3,-97,-1,5,-70,4,-256,6,2.0,6
COCCNC(=O)c1onc(CCl)c1C(=O)OC,8,1,-21,-2,-12,12,6,2,2,-0.4,8
CCCn1c(C2CCCN2c2nc(-c3ccc(OC)cc3)cs2)nc2ccccc21 (configuration not stated),-2,3,-1,4,-13,18,13,2,-31,-2.7,-18
COc1cccc(NC(=O)N2CCCC2C(=O)NCc2ccccc2F)c1 (configuration not stated),6,0,-3,-1,4,-1,19,16,8,3.3,-12
O=C(N[C@@H](c1ccccc1)[C@@H]1C[C@H]1C(=O)NCc1ccccn1)OCc1ccccc1,11,5,-29,-1,4,nt,-11,-2,-3,3.6,-4
CN(c1ccccc1)c1nc(N)c([N+](=O)[O-])c(Nc2ccccc2)n1,-9,-1,-7,-12,7,-21,-24,-29,-5,1.5,47
CC12CCC(C1)C(C)(C)C2OC(=O)c1ccccc1C(=O)O (configuration not stated),11,2,-2,0,-16,7,7,15,14,1.5,-8
COc1ccc(CCNC(=O)Cn2ccc3c(OC)cccc3c2=O)cc1OC,9,1,-7,-3,1,-2,11,13,-11,1.1,-19
C/C(CCc1ccccc1)=N\NC(=O)C(=O)Nc1cccc(Cl)c1,0,-1,2,-5,-5,6,7,-3,-24,-3.0,-17
Cc1ccc2c(c1)C(C)(C)[C@]1(C)NC(=O)CCN21,-1,4,22,-2,2,-15,-1,10,-26,-0.2,-4
COc1ccc(C(=O)NCCNc2nc3c(C)cccc3cc2C#N)cc1,-5,1,14,4,-17,4,17,-7,-10,-0.4,-18
Cc1ccc(Cc2cc(-c3ccc(C)cc3)n[nH]c2=O)cc1,-23,3,nt,8,-15,-8,8,-54,-49,0.1,7
COc1cc(NC(=O)CN(C)S(=O)(=O)c2ccc3c(c2)CC(C)N3C(C)=O)cc(OC)c1OC (configuration not stated),10,1,19,3,-10,6,6,4,9,-0.3,2
Cc1cc(C)c(C)c(OCCOCCN2CCOCC2)c1,-4,1,-3,0,-8,-2,6,7,6,0.1,-4
O=C1CCCN1c1ccc([N+](=O)[O-])cc1,5,nt,-9,30,-8,nt,2,5,17,-2.2,-15
CC1CC(C)CN(CC(=O)N2c3ccccc3CCc3ccccc32)C1 (configuration not stated),10,1,7,6,-22,-1,13,-15,2,-0.5,-2
CCCCCCCCNC(=O)c1cccnc1SCC(=O)Nc1ccccc1OC,30,2,14,0,-1,11,2,19,0,-1.2,-20
COc1ccc(-c2coc3c(C(=O)N4CCN(C)CC4)cccc23)c(C)c1,-2,nt,-4,nt,-14,nt,-7,-8,5,-2.1,-22
COCCNC(=S)N/N=C(\C)c1ccc(Cl)c(Cl)c1,-94,-4,-73,-3,-7,nt,5,-136,-6,-0.7,-1
COc1ccc(OC)c(N(CC(=O)Nc2ccc3c(c2)OCCO3)S(C)(=O)=O)c1,13,-2,11,-4,-2,-3,3,17,-23,-0.7,2
CC12CN3CC(C)(CN(C1)C3c1ccccc1)C2O (configuration not stated),7,-2,6,-6,-8,1,6,18,-6,0.6,9
CN(C)C(=O)CN1C(=O)c2cccc3cccc1c23,14,4,1,4,-3,16,9,21,-5,-0.1,-12
Cc1ccc(-n2nnnc2-c2ccccc2Br)cc1,24,0,20,nt,0,nt,-6,-6,-12,-0.2,-11
O=C(c1ccccc1)c1ccc2nc[nH]c2c1,-70,3,-23,-8,-24,-31,1,-100,-38,0.5,37
O=C(Oc1ccc[nH]c1=O)C1CC1,-2,nt,-11,2,2,nt,-8,5,9,-0.6,17
O=C1c2cccnc2C(O)N1C1CCCCC1 (configuration not stated),5,-1,17,-11,-9,8,8,6,-5,-0.3,-1
COc1ccc2nc(C)cc(Nc3ccccc3O)c2c1,3,1,21,0,-11,-2,-35,-1,14,-0.5,-19
O=C(O)C1=C[C@@H](c2ccc(Br)cc2)C[C@@H](OCCCCO)O1,5,-1,-6,2,16,5,0,4,-8,0.2,-11
O=S(=O)(Nc1ccccc1N1CCCC1)c1ccccc1C(F)(F)F,-2,nt,-4,-6,-3,nt,-20,22,19,-0.1,-7
CN(NC(=O)c1ccccc1Cl)c1ncc(C(F)(F)F)cc1Cl,8,0,4,5,-5,10,-8,20,-2,-0.1,23
COc1ccc(NC(=O)/C(C#N)=C/c2ncc([N+](=O)[O-])n2C)c(OC)c1,12,-1,10,-2,-2,-3,-2,11,-13,-0.2,-4
COc1ccc(-n2cnc3cc(C(=O)N4CCOCC4)ccc32)cc1,-80,1,-35,-13,-4,-26,-3,-73,-23,-0.7,-4
CCOC(=O)c1cc(=O)c2ccc(OCC(=O)Nc3ccc(F)cc3)cc2o1,11,2,4,7,-7,3,2,13,-28,-0.3,0
O=C(NC(Cc1ccccc1)c1nc2ccccc2[nH]1)C1CC(=O)N(c2ccc3c(c2)OCCO3)C1 (configuration not stated),18,0,24,3,9,12,-10,18,12,0.5,-2
CN(CC(=O)Nc1ccc(S(N)(=O)=O)cc1)c1ccccc1,8,-1,0,3,-3,8,10,19,-14,-1.9,-7
CCOC(=O)CN1N=C(c2ccc(Cl)cc2)CCC1=O,0,1,2,nt,-18,-11,2,5,-27,0.1,-8
O=C(CN1CCCC1)N1c2ccccc2C=Cc2ccccc21,4,0,-75,-2,-2,-2,6,17,-4,-0.2,-11
